Screening results as filed in PubChem.
USP2a inh: USP2a (human) protease inhibition. Potency, µM (highest dose often 38.3 µM), without a hit: at the highest dose activity change, negative = inhibition, actives largely listed as inhibitors. O75604. USP2 core, Ub-CHOP2 coupled fluorogenic reporter, 485/531. hit rate 0.01% among 330,000;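 also: potency is read from the fitted curve at half-maximal effect; plate controls were DMSO wells for no effect and full inhibition by NEM control for full effect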
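Deubiquitinase activity read as fluorescence (485/531 nm) after Ub-CHOP2 cleavage activates the enterokinase reporter on its substrate; USP2 core 10nM, Ub-CHOP2 and substrate 25nM each, 30min compound preincubation then 60min RT; data normalized to NEM, curves fitted.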
uPA surface inh: inhibitors of cell surface uPA generation. hit rate 0.31% among 330,000. Potency, µM (series often up to 38.3 µM), without a hit: top-dose activity change, negative = inhibition, hits mostly inhibitors. cell surface uPA generation assay, qHTS; active = well fitted inhibition curve with a large enough effect; inconclusive = small, poorly fitted or top-dose-only effect; inactive = no such curve, though single readings can be large or run the other way; tested in mouse RAW 264.7 cells; also: potency is read from the fitted curve at half-maximal effect; nearly all actives have a fitted effect of over 55% in size
FBPA coupling cs: counter-screen for Giardia aldolase inhibitors: coupling enzyme system; coupling enzyme system counterscreen, AmpLite Red fluorescence; activity change, negative = inhibition, % at 58.2 µM, hits read low; hit rate 0.67% among 290,000; AID 2472; in the data active = activity change below about -30%
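Final compound at 57.5 uM, incubated 10 min at RT with coupling enzyme reagent (glyceraldehyde-3-phosphate), then 20 min with substrate and AmpLite Red detection. Fluorescence read at 525/598 nm; tests interference with the coupling assay, not aldolase inhibition.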
hERG WT inh: blocks the wildtype human KCNH2 potassium channel | Q12809 | U2OS, BacMam KCNH2, thallium flux FluxOr; stronger effect = lower value | activity change, % at 1.84 µM | hit rate 0.37% among 340,000 | AID 720551;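 active = maximum activity change below -70%; inconclusive = maximum activity change between -70% and -50%; inactive = maximum activity change above -50%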
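U2OS cells were transduced with wild-type KCNH2 virus (2.03 x 10^8 / mL) for 4 h at room temperature, then cultured overnight at 37 C. Thallium flux was read with FluxOr dye. Rate constants were normalized to DMSO controls.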
GALK inh: galactokinase (human) inhibition. Potency, µM (doses to about 57.5 µM), without a hit: top-dose activity change, negative = inhibition, usual class: inhibitors. Purified GALK, Kinase-Glo residual ATP luminescence. hit rate 0.007% among 270,000. AID 1868; also: potency is read from the fitted curve at half-maximal effect
Target sequence (P51570 whole entry, looked up): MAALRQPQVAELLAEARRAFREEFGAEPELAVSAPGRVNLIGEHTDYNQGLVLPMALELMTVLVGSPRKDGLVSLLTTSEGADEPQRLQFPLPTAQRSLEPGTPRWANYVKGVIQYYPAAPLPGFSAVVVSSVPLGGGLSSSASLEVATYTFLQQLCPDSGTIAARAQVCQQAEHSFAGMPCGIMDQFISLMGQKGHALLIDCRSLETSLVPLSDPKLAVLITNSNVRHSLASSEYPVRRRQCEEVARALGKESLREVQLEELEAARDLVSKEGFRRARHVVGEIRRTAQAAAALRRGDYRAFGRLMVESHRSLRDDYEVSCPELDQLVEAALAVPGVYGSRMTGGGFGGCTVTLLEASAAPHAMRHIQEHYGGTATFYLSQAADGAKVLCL
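5 nM enzyme, 35 uM ATP, 100 uM galactose, 20 mM HEPES pH8.0, 5 mM MgCl2; 1 h RT; residual ATP by Kinase-Glo Plus luminescence, qHTS format.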
PKM2 activator: activators of human pyruvate kinase M2. hit rate 0.34% among 260,000. purified PKM2, Kinase-Glo ATP luminescence, activation; response scale: 0% is enzyme alone, no compound. P14618. Potency, µM (doses to about 57.5 µM), for inactives: at the top dose activation, hits mostly activators; also: potency is read from the fitted curve at half-maximal effect; nearly all actives have a fitted effect of over 55% in size
Target sequence (P14618 whole entry, looked up): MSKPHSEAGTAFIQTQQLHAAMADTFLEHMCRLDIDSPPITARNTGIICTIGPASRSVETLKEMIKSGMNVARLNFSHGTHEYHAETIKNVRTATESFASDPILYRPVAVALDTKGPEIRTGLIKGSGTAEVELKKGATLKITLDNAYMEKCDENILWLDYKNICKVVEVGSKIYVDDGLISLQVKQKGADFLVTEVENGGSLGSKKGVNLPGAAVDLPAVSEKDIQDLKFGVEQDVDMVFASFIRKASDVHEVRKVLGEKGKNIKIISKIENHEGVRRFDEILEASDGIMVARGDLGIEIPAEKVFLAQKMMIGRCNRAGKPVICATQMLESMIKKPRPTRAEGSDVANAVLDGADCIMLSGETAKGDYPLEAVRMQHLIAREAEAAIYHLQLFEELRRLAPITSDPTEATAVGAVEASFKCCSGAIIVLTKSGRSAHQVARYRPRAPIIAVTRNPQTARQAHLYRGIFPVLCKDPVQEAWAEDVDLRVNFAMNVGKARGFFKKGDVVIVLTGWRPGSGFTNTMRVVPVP
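ATP formation by purified human PK-M2, quantified via coupled luciferase luminescence after 1 h at room temperature with 0.1 mM ADP and 0.5 mM PEP final.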
Eya2 inh: Eya2 (human) phosphatase inhibition. Potency, µM (doses to about 76.9 µM), for inactives: at the top dose activity, negative = inhibition, most hits filed as inhibitors. recombinant Eya2, OMFP fluorescence dephosphorylation (OMFP is methylfluorescein phosphate). hit rate 0.006% among 330,000. AID 488837. O00167; also: potency is read from the fitted curve at half-maximal effect
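Eya2 protein (added as 0.2 uM solution) was preincubated with compound for 10 min at ambient temperature in 50 mM HEPES pH 7.5, 50 mM NaCl, 5 uM MgCl2, 0.05% BSA, 1 mM DTT. OMFP (added at 50 uM) then reacted 10 min; fluorescence read at 485/525 nm.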
Giardia kill: Giardia lamblia killing | hit rate 0.15% among 340,000 | AID 540267 | activity change, % at 7.66 µM, hits read low | Giardia lamblia trophozoite viability; in the data active = activity change below about -80%; inconclusive = between about -30% and that limit;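 also: parasites exposed to compound for two days anaerobically before the ATP read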
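Trophozoites 100 cells/well + cpd; 48 hrs, 37 deg C, anaerobic. ATPLite 1-Step added, 15-30 min RT, luminescence read (ATP-based viability).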
KCNH2 3.1 inh: blocks the human KCNH2 3.1 channel isoform. U2OS KCNH2 3.1, thallium flux FluxOr; stronger effect = lower value. activity change, % (tested at about 1.8 µM). hit rate 0.95% among 340,000. AID 720553;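 active = maximum activity change below -70%; inconclusive = maximum activity change from -70% to -50%; inactive = maximum activity change above -50%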;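 also: thallium influx rate constant from kinetic fluorescence after stimulation buffer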
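Thallium flux read-out: FluxOr dye with Red40 quencher in HBSS/HEPES, 45 min at RT. Rate constants from kinetic reads were normalized to positive and negative DMSO controls. Cells: U2OS virally expressing the 3.1 isoform.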
Chronic BCR inh: blocks chronic active B-cell receptor signaling | ABC-DLBCL IkBa-CBG/CBR reporter, luminescence ratio, 4 h | Potency, µM (highest dose often 46.1 µM), inactives show at the highest dose ratio change, negative = lower green/red ratio, usual class: inhibitors | hit rate 0.05% among 340,000 | AID 493014; active = well fitted inhibition curve with a large enough effect in the signal ratio, with a control signal flat, not every such curve was filed as active; inconclusive = small, poorly fitted or top-dose-only effect, or effect the other way, or a change in a side signal; the % refers to the signal ratio;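 also: potency is read from the fitted curve at half-maximal effect; plate controls were basal doxycycline-induced cells for no effect and cells given 10 µM MG132 for full effect; MG132 reads +100%, hits lower the ratio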
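TMD8 ABC-DLBCL cells carrying doxycycline-inducible green luciferase fused to IkappaBalpha plus unfused red luciferase were exposed to compounds (up to 46 uM) for 4 hrs at 37C. Activity came from the overlap-corrected green/red luminescence ratio.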
B2AR arrestin: beta2AR (human) beta-arrestin recruitment activity; P07550; beta-arrestin recruitment to beta2AR, cell-based reporter; Potency, µM (highest dose often 46.1 µM), for inactives: top-dose activation, usual class: activators; hit rate 0.02% among 330,000; AID 492947;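 also: potency is read from the fitted curve at half-maximal effect; 0% = DMSO controls and full agonism = EC100 isoproterenol or metaproterenol; nearly all actives have a fitted effect of over 65% in size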
Numbers without * were called inactive; ? = inconclusive; nt = no result given; [ ] = remark or other dose. Unless noted, calls follow the shape of the dose curve; as a rule, active = well fitted curve in the direction sought with a large enough effect; inconclusive = small, poorly fitted or top-dose-only effect, or another doubt; inactive = no such curve, though single readings can be large; an effect the other way counts as inactive or inconclusive. Unless noted, % is scaled to controls: 0 for no effect and ±100 for the full control effect.

SMILES | USP2a inh | uPA surface inh | FBPA coupling cs | hERG WT inh | GALK inh | PKM2 activator | Eya2 inh | Giardia kill | KCNH2 3.1 inh | Chronic BCR inh | B2AR arrestin
O=C(COc1ccccc1C(=O)NCC1CCCO1)Nc1ccc(Cl)cc1Cl (stereo not given) | 2.0% | 2.1% | 3.8 | -3.1 | -1.8% | -2.9% | -2.8% | 1.3 | 1.6 | -8.0% | -0.3%
N#C/C(=C\c1cccnc1)C(=O)Nc1ccc(O)cc1F | -6.8% | -6.3% | -0.1 | 0.4 | 2.3% | nt | 5.1% | -3.5 | 13.7 | -0.8% | 0.2%
Cc1cccc(/C=N/c2sc3c(c2C(=O)OC(C)(C)C)CCN(C)C3)c1O | 3.2% | 5.7% | -4.0 | -16.0 | 0.8% | 3.3% | 4.4% | 1.0 | -0.7 | -0.1% | 2.6%
S=C(NCc1ccccc1)NC1CCCc2ccccc21 (stereo not given) | 4.0% | -5.8% | 0.5 | -7.9 | 2.0% | -14.6% | -5.6% | -4.5 | -8.8 | -3.6% | -0.2%
O=C1CC(SCc2nc3ccccc3[nH]2)C(=O)N1c1cccc(F)c1 (stereo not given) | 0.8% | -0.6% | 1.4 | 2.9 | -0.9% | 3.8% | -10.6% | 31.7[activator] | -17.4 | ? | 0.3%
COc1ccc(N2CCN(CC(=O)Nc3cccc(S(=O)(=O)N4CCOCC4)c3)CC2)cc1 | 0.0% | 1.2% | 1.5 | 2.7 | 2.3% | 10.5% | -5.3% | 29.6 | 14.5 | -1.2% | -0.1%
CCN(CCCNC(=O)CCc1nc(-c2ccc(C)cc2)no1)c1cccc(C)c1 | 0.9% | 7.7% | -1.4 | 1.3 | 4.5% | 2.8% | -11.2% | -6.3 | -0.1 | 0.9% | -1.0%
Cc1cc(NC(=O)CCC(=O)N(c2ccc(F)cc2)C(C(=O)NC2CCCC2)c2ccc(C)o2)no1 (stereo not given) | 4.2% | 20.8% | 0.1 | 13.5 | 1.2% | 5.9% | -18.3% | -11.5 | 0.2 | 0.4% | 0.5%
S=C(NCCc1ccccc1)Nc1c(Cl)cccc1Cl | 0.8% | 2.8% | -1.0 | 0.2 | 1.9% | -0.1% | -3.2% | -2.0 | -19.8 | -0.6% | -0.2%
N#Cc1c(NC(=O)c2cc(C3CC3)on2)sc2c1CCC2 | 0.0% | ? | 5.5 | -8.3 | 0.3% | -8.8% | 15.3% | 5.0 | -1.1 | ? | -0.8%
CCOc1nc(N2CCCCC2)nc(-n2cc(-c3ccccc3)nn2)n1 | -0.9% | 1.5% | -0.3 | -1.4 | -1.8% | -0.4% | 0.5% | 18.1 | -2.6 | 11.0% | -1.2%
COc1ccc(N(CC(=O)NC2CCCCC2)C(=O)CCC(=O)Nc2nc(C)cs2)cc1OC | 2.7% | 3.7% | 1.2 | 26.0 | 5.6% | -2.9% | -0.8% | 4.9 | -11.0 | -11.5% | -0.4%
Cc1ccc(Nc2c(-c3ccc(C)o3)nc3ncccn23)cc1 | -1.1% | 1.4% | 1.2 | -2.2 | 1.2% | ? | 0.2% | -14.8 | -16.8 | 10.2% | 0.7%
O=C(C1CCCCC1)N1CCN(c2ccccc2F)CC1 | 0.6% | 4.0% | 2.1 | 2.1 | -0.1% | -6.8% | -14.4% | 5.0 | -2.4 | 3.8% | -0.2%
CCOC(=O)C1=C(COC(=O)CCc2ccccc2)NC(=O)NC1C (stereo not given) | 1.6% | 13.5% | nt | -3.9 | nt | nt | -8.2% | 6.3 | 9.8 | 3.1% | 5.9%
Cc1ccc2c(CN3CCCCC3)cc(=O)oc2c1C | 3.8% | -1.3% | 3.7 | -2.0 | 2.0% | nt | 4.1% | 2.0 | 4.0 | 1.2% | 0.2%
CC(=O)N1CCc2cc(S(=O)(=O)NCC(=O)NCc3ccccc3Cl)ccc21 | 2.4% | -0.3% | nt | -1.7 | -3.1% | nt | -4.4% | -3.2 | 17.6 | -17.0% | -0.5%
O=C(CNS(=O)(=O)c1ccccc1F)NNC(=O)c1ccc(Br)cc1 | -4.5% | 1.7% | nt | -8.6 | nt | nt | -12.0% | -5.5 | 8.4 | 0.3% | -0.1%
COc1cc(S(=O)(=O)Nc2cccnc2)ccc1F | 0.4% | 6.0% | 9.1 | 9.0 | -1.8% | -1.3% | -30.5% | 2.5 | 1.0 | 7.8% | -0.3%
c1ccc2c3c([nH]c2c1)CCNC3 | -1.8% | 3.5% | 1.4 | -3.3 | 0.9% | nt | ? | -2.0 | -12.7 | 2.4% | -0.1%
O=C(O)CCSc1nnnn1-c1ccccc1 | 2.8% | 0.2% | 0.4 | -5.1 | -0.8% | -8.3% | -5.0% | 7.9 | 9.0 | 7.4% | -0.4%
O=C(CNC(=O)c1ccco1)NCC(=O)OCc1ccc(Cl)cc1 | 2.0% | -2.1% | 0.6 | 1.7 | 2.2% | -4.8% | 2.7% | -13.4 | -3.8 | 18.5% | 0.3%
COCc1nc2ccccc2n1Cc1ccccc1Br | -2.3% | 4.8% | 7.5 | -3.9 | -0.5% | -1.6% | 6.3% | 6.6 | -4.0 | ? | -0.6%
OC[C@H]1OC(O)[C@H](O)[C@@H](O)[C@H]1O (stereo not given in full) | 1.1% | -0.7% | 0.4 | 8.0 | nt | nt | 19.1% | -6.4 | 4.3 | 5.9% | -0.3%
COc1cc(S(=O)(=O)Nc2ncccc2C)c(OC)cc1Cl | 0.4% | -6.7% | -0.5 | -10.7 | 0.5% | -1.7% | -30.8% | -4.7 | -7.5 | 1.5% | 0.1%
COc1ccc(N=C2S/C(=C\c3ccc(C)s3)C(=O)N2CC(C)C)cc1 | 2.1% | 5.6% | -4.1 | -23.0 | -4.3% | -7.1% | -8.1% | -0.4 | -11.6 | ? | -2.1%
O=C(Nc1ccc(OC(F)(F)F)cc1)c1cnc2n(c1=O)CCS2 | 3.4% | 9.3% | -2.0 | -2.4 | 4.5% | -2.6% | 13.7% | 0.4 | -17.9 | ? | 0.0%
CC(C)C(NC(=O)CNC(=O)OC(C)(C)C)C(=O)NCc1ccc(Cl)cc1 (stereo not given) | 4.0% | -2.5% | 2.2 | -4.5 | 0.9% | -1.0% | -2.5% | -4.6 | 1.6 | -3.0% | 0.0%
Cc1nnc(SCCCCSc2nnc(C)c(=O)[nH]2)[nH]c1=O | 1.2% | 1.4% | 2.5 | 5.0 | 3.5% | -6.6% | 23.1% | 5.7 | 4.2 | -7.4% | -0.4%
O=C(COC(=O)CCSc1ccccc1)Nc1ccccc1Br | -0.9% | -13.9% | nt | 12.8 | nt | nt | -5.4% | -0.8 | 12.7 | -3.1% | -0.2%
COc1ccc(OCC(=O)N/N=C(\C)c2cccs2)cc1 | 2.1% | 10.3% | 0.8 | 2.0 | -1.0% | 2.1% | 0.5% | 28.9 | 5.4 | 17.1% | -0.1%
Cc1cc(OCC(=O)OCC(=O)NCc2ccc3c(c2)OCO3)ccc1Cl | -0.4% | 9.9% | nt | -5.4 | nt | nt | 7.5% | -21.7 | -4.9 | 2.1% | -0.2%
NC(=O)c1cccc(N=Cc2cc(Cl)cc(Cl)c2O)c1 | 1.7% | 6.6% | -7.5 | 9.2 | -0.8% | -6.1% | 24.9% | 5.9 | -2.0 | -0.6% | 0.0%
Cc1ccc(-n2ncc3c2CCCC3NC(=O)c2ocnc2C)cc1C (stereo not given) | -0.3% | ? | 5.7 | -5.6 | -0.8% | -14.0% | 15.8% | -0.1 | 14.4 | ? | -0.6%
Cc1c(Cl)cccc1NC(=S)N(CCN(C)C)C(C)c1ccco1 (stereo not given) | 0.0% | -22.2% | -4.7 | 18.1 | -0.6% | -3.1% | ? | -16.4 | -3.9 | 1.8% | -0.3%
COc1ccccc1N/C(=N/S(=O)(=O)c1ccc(C)cc1)c1ccc(Cl)cc1 | 0.1% | 9.8% | -3.9 | 9.8 | -4.5% | -3.8% | 0.7% | 5.4 | -4.0 | -2.5% | 0.1%
Nc1cc(N2CCCCCC2)c2nonc2c1[N+](=O)[O-] | 6.0% | 5.7% | 4.3 | -5.6 | 9.0% | nt | -10.4% | 22.2 | -1.7 | 10.7% | -1.7%
CSc1nnc(CCNS(=O)(=O)c2ccc(Br)cc2)n1C | 2.4% | -16.1% | 4.8 | -48.6 | 8.0% | 12.4% | 3.0% | -10.8 | -4.4 | 7.5% | -0.2%
CC1CCN(C(=S)c2cn(Cc3cccc(F)c3)c3ccccc23)CC1 | -2.1% | 11.5% | 1.6 | -9.0 | 2.1% | -0.3% | 6.9% | -18.8 | 6.5 | 0.3% | -0.2%
CCOC(=O)Nc1cc(C)ccc1OC | 2.3% | 0.1% | -2.1 | -1.1 | 0.5% | -6.1% | 3.4% | 23.7 | 12.0 | 4.1% | 0.3%
Cc1ccc(C(=O)N/N=C/c2ccc(-c3ccc(Br)cc3[N+](=O)[O-])o2)o1 | -6.0% | -8.4% | nt | -5.1 | 0.4% | -0.2% | -0.2% | 21.7 | -2.3 | -3.1% | 0.2%
COc1ccccc1OCC(=O)OCn1c(SC)nnc(C)c1=O | 0.5% | -7.0% | 2.0 | 0.7 | 1.8% | 12.7% | 9.7% | 1.1 | 7.5 | 2.0% | 0.3%

Random draw from the library; overall some 2.4% were active at least once.
